Screening data: PubChem BioAssay, National Center for Advancing Translational Sciences (NCATS)
FEN1 inhibitor: qHTS Assay for the Inhibitors of Human Flap endonuclease 1 (FEN1) | Recombinant FEN1 flap cleavage, fluorescence, 15 min | Potency, µM (highest dose often 114 µM), for inactives: top-dose activity change, negative = inhibition, most hits filed as inhibitors | 390,000 compounds, 0.35% hits; also: nearly all actives have a fitted effect of over 65% in size
Target sequence (P39748 whole entry, looked up): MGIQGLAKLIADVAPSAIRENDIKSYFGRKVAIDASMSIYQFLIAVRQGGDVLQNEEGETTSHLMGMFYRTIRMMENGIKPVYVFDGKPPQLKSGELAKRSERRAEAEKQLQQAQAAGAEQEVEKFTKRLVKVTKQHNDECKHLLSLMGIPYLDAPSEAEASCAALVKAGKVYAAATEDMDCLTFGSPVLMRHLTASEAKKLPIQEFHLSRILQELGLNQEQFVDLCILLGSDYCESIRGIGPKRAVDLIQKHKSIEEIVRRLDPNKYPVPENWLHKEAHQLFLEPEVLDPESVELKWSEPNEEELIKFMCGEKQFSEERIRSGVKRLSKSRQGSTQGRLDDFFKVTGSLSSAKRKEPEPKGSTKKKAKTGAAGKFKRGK
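Enzyme 10 nM, 15 min RT preincubation with compound; start with substrate 50 nM final; reads at 0 and 15 min; qHTS titration, four-parameter Hill fit.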
N370S GC mod: qHTS Assay for Inhibitors and Activators of N370S glucocerebrosidase as a Potential Chaperone Treatment of Gaucher Disease; N370S GC spleen homogenate, 4MU-glucoside fluorescence; Potency, µM (top dose mostly 59.4 µM), for the others: at the highest dose activity change, negative = inhibition, usual class: inhibitors; 330,000 compounds, 0.092% hits; AID 2101, 2009;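 also: 0% = full enzyme activity and -100% = no enzyme basal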
DT40 TDP1 CPT: qHTS for Inhibitors of human tyrosyl-DNA phosphodiesterase 1 (TDP1): qHTS in cells in presence of CPT; chicken DT40 Tdp1-/-;hTDP1 cells + 20 nM CPT, ATP luminescence, 48 h; Potency, µM (doses to about 46.2 µM), for the others: at the highest dose activity change, negative = growth inhibition, usual class: inhibitors; 420,000 compounds, 12% hits; AID 686979, 2013; also: nearly all actives have a fitted effect of over 55% in size
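Cell growth measured by CellTiter-Glo luminescence after a minimum 48 h, 37 C compound exposure with 20 nM CPT in Tdp1-knockout DT40 cells stably expressing hTDP1, seeded 400/well; qHTS titration format.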
* marks the source's active call; other numbers are inactive results; ? = inconclusive; / = no result given; & = joins results of further samples. Calls follow the shape of the dose curve; as a rule, active = well fitted curve in the direction sought with a large enough effect; inconclusive = small, poorly fitted or top-dose-only effect, or another doubt; inactive = no such curve, though single readings can be large; an effect the other way counts as inactive or inconclusive. Unless noted, % is scaled to controls: 0 for no effect and ±100 for the full control effect; potency is read from the fitted curve at half-maximal effect. This is a subset, so the mix of outcomes need not match the whole.

Under each structure: FEN1 inhibitor	DT40 TDP1 CPT	N370S GC mod
COc1ccc(Nc2cc(C(=O)NCCCN(C)Cc3ccccc3)c3ccccc3n2)c(OC)c1
  ?	15µM*	/
CC(=O)Oc1ccccc1C1OCCN1C(C)=O (stereo unspecified)
  -2%	1%	4%
C=C1CCN(C(CC(C)C)C(=O)NCc2ccc(Cl)c(Cl)c2)S(=O)(=O)c2ccccc21 (stereo unspecified)
  -13%	/	-2%
COc1ccc(C2(c3ccc(OC)cc3)NC(=O)NC2=O)cc1
  10%	4%	0%
Cc1ccc2c(=O)cc(C(=O)N(Cc3ccccc3Cl)C3CCS(=O)(=O)C3)oc2c1 (stereo unspecified)
  11%	-27%	/
COc1ccc(/C=N/Nc2ncc(C(F)(F)F)cc2Cl)c(OC)c1OC
  -3%	?	9%
Cc1ccc(SCc2nc(N)nc(Nc3ccccc3C)n2)c(C)c1
  -21%	?	26%
COc1cc2[nH]c(=O)n(C3CCCCC3)c(=O)c2cc1OC
  -13%	?	26%
Cn1c(=O)c2c(nc(CN3CCOCC3)n2CCCc2ccccc2)n(C)c1=O
  0%	-17%	7%
COc1cc2c(cc1OC)C(C)N(C(=O)c1c(-c3ccccc3)noc1C)CC2 (stereo unspecified)
  -3%	18µM*	3%
O=C(CC1(O)C(=O)c2ccccc2C1=O)c1ccccc1
  1%	?	8%
Cc1ccc(-c2nnc(SCC(=O)N3CCCc4ccccc43)o2)cc1
  -1%	?	/
Cc1ccc(NC(=O)C2CCN(S(C)(=O)=O)CC2)cc1Cl
  -8%	-13%	-6%
CC1CN(C(=S)Nc2ccc(F)cc2F)CC(C)O1 (stereo unspecified)
  -15%	9%	-4%
CCN(C(=O)CSc1nc2ccccc2o1)C1CCS(=O)(=O)C1 (stereo unspecified)
  6%	10%	-16%
CCCOc1ccc(/C=C/C(=O)OCC(=O)N(C)c2c(N)n(Cc3ccccc3)c(=O)[nH]c2=O)cc1OCC
  7%	?	1%
Cc1ccc(S(=O)(=O)Oc2ccccc2/C=N/O)cc1
  16%	-18%	-3%
O=C1C2C3C=CC(C3)C2C(=O)N1Cc1cccnc1 (stereo unspecified)
  -6%	-2%	-2%
O=C(O)c1cc(NN=Nc2cccc([N+](=O)[O-])c2)cc([N+](=O)[O-])c1
  -14%	-3%	2%
CC(C)Sc1ncc(Cl)c(C(=O)N(Cc2ccc(N(C)C)cc2)C2CCS(=O)(=O)C2)n1 (stereo unspecified)
  -16%	16µM*	/

Under each structure: FEN1 inhibitor	DT40 TDP1 CPT	N370S GC mod
COCCN1CCN(C(=O)C2CCC(=O)N(CCc3ccccc3)C2)CC1 (stereo unspecified)
  3%	-3%	-2%
CCOc1ccc(NC(=O)CN(c2ccc(C)cc2)S(=O)(=O)c2cccs2)cc1
  -2%	5%	/
Cc1nn2c3c(cnc2c1-c1ccccc1)C(=O)CC(c1ccccc1)C3 (stereo unspecified)
  -17%	?	-3%
COc1ccccc1-c1cc(NCc2cccs2)ncn1
  /	?	2%
Cc1ccc2oc(=O)n(Cc3ccc(OC(C)C)cc3)c2c1
  -17%	?	6%
CCCn1c(=O)c2ccccc2n2c(SCc3c(C(=O)OCC)oc4ccccc34)nnc12
  6%	?	14%
CC1(C)Cc2c(sc3nc(SCC(=O)NCc4ccccc4)n(-c4ccccc4)c(=O)c23)CS1
  5%	-8%	12%
C=CCN1C(=O)C(CC(=O)Nc2ccccc2)SC1=Nc1c(C)n(C)n(-c2ccccc2)c1=O (stereo unspecified)
  1%	-29%	-3%
COc1ccc(NC(=O)C2=C(C)Nc3nc(SCc4ccc(C)cc4C)nn3C2c2cccc(OC)c2OC)cc1 (stereo unspecified)
  3%	-11%	/
O=C(Nc1ccccc1F)c1ccc2c(c1)OCO2
  2%	18%	?
CC(Sc1nnc(COc2ccc(Cl)cc2)o1)C(=O)Nc1ccc(N2CCOCC2)cc1 (stereo unspecified)
  1%	-20%	-16%
OCCOCCNc1ncnc2c1cnn2-c1ccccc1
  1%	-7%	2%
CC(=O)Nc1ccc(S(=O)(=O)NCCC(=O)OCc2ccc([N+](=O)[O-])cc2)cc1
  3%	13µM*	-4%
CCOC(=O)/C(C#N)=C\N(C)C
  11%	0%	2%
CCOCCn1c(C)c(C(=O)OCC)c2cc(O)c3ccccc3c21
  0%	?	/
O=C(CCCOc1ccccc1)Nc1cccc([N+](=O)[O-])c1
  4%	0%	3%
COc1ccc(OC)c(S(=O)(=O)N/N=C\c2ccc3c(c2)OCO3)c1
  -18%	0%	-7%
COc1ccc(C(=O)/C=C/c2ccccc2)c(O)c1
  -19%	?	22%
Cc1cc(NC(=O)c2sccc2C)n(-c2nc3ccccc3[nH]2)n1
  -19%	?	-7%
Cc1ccc(-c2csc(N3CCN(c4cc5c(cc4Cl)nc(-c4ccncc4)n5CCN4CCCCC4)CC3)n2)cc1
  -13%	?	-15%

Looked up one by one from the list above:
Under each structure: FEN1 inhibitor	DT40 TDP1 CPT	N370S GC mod
COc1cc2c(cc1OC)C(C)N(C(=O)c1c(-c3ccccc3)noc1C)CC2 (stereo unspecified)
  -3%	18µM*	3%
COc1ccc(/C=N/Nc2ncc(C(F)(F)F)cc2Cl)c(OC)c1OC
  -3%	?	9%
Cc1cc(NC(=O)c2sccc2C)n(-c2nc3ccccc3[nH]2)n1
  -19%	?	-7%

Some of these compounds in order of SMILES length, high to low.
Under each structure: FEN1 inhibitor	DT40 TDP1 CPT	N370S GC mod
COc1ccc(NC(=O)C2=C(C)Nc3nc(SCc4ccc(C)cc4C)nn3C2c2cccc(OC)c2OC)cc1 (stereo unspecified)
  3%	-11%	/
COc1ccc(OC)c(S(=O)(=O)N/N=C\c2ccc3c(c2)OCO3)c1
  -18%	0%	-7%
Cc1cc(NC(=O)c2sccc2C)n(-c2nc3ccccc3[nH]2)n1
  -19%	?	-7%
COc1ccc(C(=O)/C=C/c2ccccc2)c(O)c1
  -19%	?	22%

Continuation:
Under each structure: FEN1 inhibitor	DT40 TDP1 CPT	N370S GC mod
COc1ccc(CC(NC(C)=O)C(=O)NC2CCN(C(=O)NCc3ccccc3)CC2)cc1 (stereo unspecified)
  0%	-14%	-5%
COc1ccc2nc(NCc3ccccc3)[nH]c2c1
  -12%	?	-9%
CCOc1ccc2ccccc2c1CNCCc1ccc(S(N)(=O)=O)cc1
  -20%	-27%	-16%
Cc1cc(C)c(C(=O)NC2CC(C)(C)Cc3c2cnn3-c2ccccc2)o1 (stereo unspecified)
  -3%	?	2%
CC1Cc2ccccc2N1C(=O)CSc1nccc(=O)[nH]1 (stereo unspecified)
  5%	0%	6%
O=C(Nc1c(C(=O)c2ccccc2)oc2ccccc12)c1ccc(F)cc1
  -1%	?	/
COc1ccc(C2=C(Nc3ccc(C)cc3C)c3ccccc3C2=O)cc1
  -8%	13µM*	/
COc1cc(OC)cc(C(=O)Nc2ccc(S(=O)(=O)Nc3nc(C)cc(C)n3)cc2)c1
  -2%	9%	15%
O=C(NCCN1CCN(c2cccc(Cl)c2)CC1)Nc1ccccc1
  12%&-2%	?	-8%
CC(=O)N1CC[n+]2c(-c3ccc([N+](=O)[O-])cc3)csc21
  ?	18µM*	-17%
O=C(O)Cn1cc(C(=O)C(F)(F)F)c2ccccc21
  6%	-5%	11%
O=C(c1cccc(S(=O)(=O)N2CCCCCC2)c1)N1CCN(Cc2ccccc2)CC1
  12%	?	/
CC(C)(C)SCCNS(=O)(=O)c1ccccc1
  -4%	?	-8%
COc1cccc(NC(=O)CN(C)C(=O)C(Sc2ccccc2)c2ccccc2)c1 (stereo unspecified)
  -14%	-25%	-11%
COc1cc(OC)c(OC)cc1CNC(=O)c1cc(S(=O)(=O)N(C)c2ccccc2OC)ccc1C
  -10%	?	/
CC1=NN(C(N)=S)C(=O)C1N=Nc1c(Cl)cc([N+](=O)[O-])cc1Cl (stereo unspecified)
  -4%	?	-8%
CCc1ccccc1NC(=O)CN(c1cc(C(F)(F)F)ccc1Cl)S(=O)(=O)c1ccccc1
  -26%	?	/
CSc1nc(Oc2ccccc2)c2sccc2n1
  -6%	0%	4%
CCC(=O)Nc1nnc(CCc2ccccc2)s1
  -2%	-5%	9%
CC12CCC(=O)N1C(C(=O)NCc1ccccc1F)CS2 (stereo unspecified)
  2%	-18%	-12%

Under each structure: FEN1 inhibitor	DT40 TDP1 CPT	N370S GC mod
Cc1ccc(CCNC(=O)CN2CCN(Cc3ccc(Cl)cc3)C2=O)cc1
  14%	-25%	/
O=C(Cn1c(=O)c2ccccc2n(CC(=O)Nc2ccc(Cl)cc2)c1=O)NCCc1ccccc1
  -15%	?	/
CCc1ccc(S(=O)(=O)Nc2c(NC3CCCCC3)c3ccccc3oc2=O)cc1
  2%	?	29%
CC(C)[C@H](NC(=O)N1CC(=O)Nc2ccccc21)C(=O)N[C@@H](C(=O)O)c1ccccc1
  -6%	17%	-2%
COc1ccc(-c2c3c(=O)n(C)c(=O)n(C)c3cn2-c2cccc(OC)c2)cc1
  -4%	29µM*	0%
COC(=O)c1ccc(NC(=O)CC(=O)Nc2ccc(C(=O)OC)cc2)cc1
  8%	-7%	-8%
COc1ccc(C(=O)N2CCC3(CCCN(Cc4cc(C(F)(F)F)cc(C(F)(F)F)c4)C3)CC2)cc1
  /	21µM*	16%
O=C(CSc1n[nH]c(=O)n1C1CC1)Nc1ccc(F)c(Cl)c1
  -11%	-2%	/
Cc1ccccc1-c1nc(SCC(=O)NCC2CCCO2)c2c(=O)n(C)c(=O)n(C)c2n1 (stereo unspecified)
  -1%	-9%	/
O=C(CN(CCO)c1ccccc1)Nc1ccc(Cl)c(S(=O)(=O)N2CCOCC2)c1
  0%	?	-13%
O=C(COC(=O)c1cc(S(=O)(=O)N2CCOCC2)ccc1F)Nc1c(Cl)cccc1C(F)(F)F
  -3%	-2%	-4%
Cc1ccc(-c2cc(C(F)(F)F)n3nc(C(=O)Nc4c(C)n(C)n(-c5ccccc5)c4=O)cc3n2)cc1
  0%	-28%	-1%
Cc1ccc(CNC(=O)C2C3C=CC(C3)C2C(=O)O)cc1 (stereo unspecified)
  7%	-20%	18%
COc1ccc(-c2nc(CS(=O)CC(=O)N3CCN(C)CC3)c(C)o2)cc1OC (stereo unspecified)
  18%	-7%	4%
CC(=O)Nc1nnc(COc2ccc(Cl)cc2)s1
  1%	-13%	-1%
COc1ccc(/C=N/NC(=S)SC)cc1OC
  13%	?	-1%
N#CC1=C(N)OC2=C(CCc3ccccc32)C1c1ccccc1Cl (stereo unspecified)
  ?	4.6µM*	7%
O=c1cc(-c2ccccc2)c2c(O)cc(O)cc2o1
  -7%	3%	2%
Cc1ccc(OCC(=O)N2CCC3(CC2)CC(=O)c2ccccc2O3)cc1
  10%	21µM*	-16%
COc1ccc(CCNC(=O)C(=O)NCC2OCCN2S(=O)(=O)c2ccc(Cl)cc2)cc1OC (stereo unspecified)
  -3%	?	-1%

Under each structure: FEN1 inhibitor	DT40 TDP1 CPT	N370S GC mod
Cc1nnc(SCC(=O)N2c3ccccc3C(C)(c3ccccc3)CC2(C)C)s1 (stereo unspecified)
  -22%	16µM*	4%
CC(C)Oc1ccc2c(=O)c(-c3ccccc3)coc2c1
  -4%	?	11%&-4%&14%
COc1ccc(CCNC(=O)/C=C/c2ccco2)cc1OC
  -1%	-7%	3%
Cc1ccc(NC(=O)c2nc[nH]c2C(=O)NCc2ccccc2)cc1
  -12%	?	/
CCN(C(=O)c1cccc(Br)c1)c1ccccc1
  -13%	0%	-23%
O=C(NCCc1ccc(C(F)(F)F)cc1)C1CCC(=O)N(CCCN2CCCC2=O)C1 (stereo unspecified)
  -5%	-19%	0%
COc1ccc(C2=NC(C)(C)Cc3cc(OC)c(OC)cc32)cc1OC
  -14%	-19%	3%
CCc1ccc(O)c(N=Cc2cccc(C)c2O)c1
  4%	21µM*	-7%
CCOC(=O)C1(CC/C(C)=N\NC(N)=O)CC(C)OC1=O (stereo unspecified)
  2%	1%	2%
Cc1ccccc1CC1(CO)CCCN(C(=O)c2cccc(Cl)c2)C1 (stereo unspecified)
  1%	-74%	-6%
c1ccc(OCCCc2nc(-c3ccccn3)no2)cc1
  -1%	?	6%
COc1ccc(-c2c(C)nn3c(-c4ccccc4)cc(-c4ccccc4)nc23)cc1OC
  -9%	-23%	/
Cc1cc(C)c2oc(-c3cc(NC(=O)Cc4ccccc4)ccc3Cl)nc2c1
  -8%	?	/
O=C(c1ccc2c(=O)n(Cc3ccc4c(c3)OCO4)c(=O)[nH]c2c1)N1CCN(c2ccccc2)CC1
  18%	7%	0%
CCOc1ccc(OCC)c(-c2c(=O)n(OCc3ccc(C(C)(C)C)cc3)c3ccccc3[n+]2[O-])c1
  -5%	21µM*	27%
